# Screens from PubChem.
# PAD4 FP inh: blocks human protein arginine deiminase 4. actives 0.41% (n = 330,000). Q9UM07. recombinant PAD4, RCA probe fluorescence polarization. inhibition, % at 6.36 µM;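 active means percent inhibition above a cutoff equal to the mean of all tested compounds plus 3 SD, cut at about 15% in these data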;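 further: 0% = PAD4 with RCA probe and DMSO and 100% = probe without PAD4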
# Target sequence (Q9UM07 whole entry, looked up): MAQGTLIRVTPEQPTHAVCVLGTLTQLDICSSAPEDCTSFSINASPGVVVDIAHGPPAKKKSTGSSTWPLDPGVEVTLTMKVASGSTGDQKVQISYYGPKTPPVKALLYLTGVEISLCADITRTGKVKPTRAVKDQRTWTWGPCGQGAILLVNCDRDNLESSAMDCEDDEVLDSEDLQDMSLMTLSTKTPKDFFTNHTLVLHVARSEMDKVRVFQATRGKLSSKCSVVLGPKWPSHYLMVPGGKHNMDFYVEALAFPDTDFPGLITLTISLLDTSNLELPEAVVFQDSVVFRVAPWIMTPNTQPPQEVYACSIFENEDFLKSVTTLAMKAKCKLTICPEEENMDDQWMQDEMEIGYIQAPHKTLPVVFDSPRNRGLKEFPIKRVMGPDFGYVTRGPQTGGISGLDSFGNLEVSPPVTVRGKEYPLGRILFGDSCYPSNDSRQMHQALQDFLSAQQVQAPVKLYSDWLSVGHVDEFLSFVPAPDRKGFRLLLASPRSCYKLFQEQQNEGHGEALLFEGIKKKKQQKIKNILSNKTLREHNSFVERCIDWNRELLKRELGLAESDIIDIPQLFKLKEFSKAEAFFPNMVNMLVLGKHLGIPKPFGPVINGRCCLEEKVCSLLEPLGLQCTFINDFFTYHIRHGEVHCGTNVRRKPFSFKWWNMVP
# GSTO1 inh: GSTO1 inhibition, counter-screen for RBBP9 inhibitors | P78417 | recombinant GSTO1, activity-based probe fluorescence polarization | inhibition, % at 5.96 µM | actives 1.1% (n = 300,000) | AID 1974;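 active means inhibition above the campaign mean inhibition plus 3 SD, cut at about 35% in these data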;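 further: 0% = GSTO1-1 with DMSO and 100% = wells lacking GSTO1-1 enzyme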
# PAFAH1B3 inh: blocks human PAF acetylhydrolase 1B catalytic subunit 3; actives 0.28% (n = 340,000); Q15102; recombinant PAFAH1B3, FP-rhodamine probe, fluorescence polarization; AID 492972; inhibition, % at 3.39 µM;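 active means inhibition above the screen-wide average of all tested compounds plus 3 SD, cut at about 25% in these data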;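 further: 0% = enzyme with DMSO only and 100% = wells lacking PAFAH1B3 protein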
# pPAFAH FP inh: inhibitors of human plasma PAF acetylhydrolase (pPAFAH); recombinant pPAFAH, FP-rhodamine probe fluorescence polarization; inhibition, % at 3.39 µM; actives 1.5% (n = 330,000); AID 463082;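 active means inhibition above the mean inhibition across the screen plus 3 SD, cut at about 25% in these data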;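 further: inhibitors block binding of the rhodamine activity-based probe so polarization drops; 0% = enzyme with DMSO and 100% = wells lacking pPAFAH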
# LYPLA1 inh: blocks human lysophospholipase 1, a PME1 counter-screen | recombinant LYPLA1, FP-Rh probe fluorescence polarization | inhibition, % at 5.9 µM | actives 0.16% (n = 320,000) | O75608;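 active means inhibition above the mean of all tested compounds plus 3 SD, set per campaign, cut at about 14% in these data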;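 further: inhibitors block serine hydrolase probe labeling of LYPLA1 so polarization falls; 0% = enzyme with DMSO and 100% = wells lacking LYPLA1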
# Target sequence (O75608 whole entry, looked up): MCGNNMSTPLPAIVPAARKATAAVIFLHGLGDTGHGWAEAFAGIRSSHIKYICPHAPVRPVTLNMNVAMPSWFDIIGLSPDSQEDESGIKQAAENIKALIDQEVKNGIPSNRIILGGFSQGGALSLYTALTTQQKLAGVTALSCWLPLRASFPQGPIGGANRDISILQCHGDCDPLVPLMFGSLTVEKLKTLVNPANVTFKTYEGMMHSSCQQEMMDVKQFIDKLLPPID
# PAFAH2 FP inh: inhibitors of human PAFAH2. recombinant PAFAH2, FP-rhodamine activity probe, fluorescence polarization. inhibition, % at 3.39 µM. actives 0.99% (n = 340,000). AID 492956;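 active means inhibition above the mean over all tested compounds plus 3 SD, cut at about 30% in these data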;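 further: inhibitors block probe labeling of enzyme so polarization drops; 0% = enzyme with DMSO and 100% = wells lacking PAFAH2 protein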
# PREPL inhibitor: human PREPL enzyme inhibition; Q4J6C6; recombinant PREPL, fluorescence polarization activity-based probe; inhibition, % at 5.96 µM; actives 0.68% (n = 320,000); AID 2751; in the data active means inhibition above about 43%;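 further: 0% = enzyme with DMSO and 100% = wells lacking enzyme; many of its hits are not listed in these tables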
# PAFAH1B2 FP inh: PAFAH1B2 (human) inhibition; inhibition, % at 3.39 µM; P68402; recombinant PAFAH1B2, FP-rhodamine activity probe, fluorescence polarization; actives 1.2% (n = 340,000);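 active means inhibition above the mean of all tested compounds plus 3 SD, cut at about 24% in these data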;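 further: 0% = enzyme with DMSO and 100% = wells lacking PAFAH1B2; many of its hits are not listed in these tables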
# LYPLA2 counter: blocks human lysophospholipase 2, a PME1 counter-screen | recombinant LYPLA2, FP-Rh probe fluorescence polarization | actives 0.38% (n = 320,000) | inhibition, % at 5.9 µM | O95372 | AID 2177;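 active means inhibition above the screen-wide mean plus 3 SD, limit set per campaign, cut at about 26% in these data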;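 further: 0% = LYPLA2 with DMSO and 100% = wells lacking LYPLA2 enzyme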
# Active calls of the source: *; · = no result given. This is a subset; the hit share may differ from the screen's.
SMILES,PAD4 FP inh,GSTO1 inh,PAFAH1B3 inh,pPAFAH FP inh,LYPLA1 inh,PAFAH2 FP inh,PREPL inhibitor,PAFAH1B2 FP inh,LYPLA2 counter
COc1ccc(N2C(=O)C3C4c5ccccc5C(C=Nc5ccc(C)cc5C)(c5ccccc54)C3C2=O)cc1 (configuration not stated),-4,4,0,-3,2,-6,7,-1,5
CCOC(=O)c1cc(C#N)c(N2CCOCC2)nc1-c1ccccc1,-1,3,6,0,-2,3,24,1,-11
COc1cc(C(=O)NC(C(=O)Nc2cccc(C(C)=O)c2)C(C)C)cc(OC)c1OC (configuration not stated),-3,8,4,-1,1,3,3,2,2
O=C(NCC(c1ccco1)N1CCCC1)c1ccc(S(=O)(=O)Nc2ccc(F)cc2)cc1 (configuration not stated),-2,·,8,29*,1,2,13,4,8
CC(C)C[C@H](NC(=O)[C@H]1N2C(=O)c3ccccc3C2SC1(C)C)C(=O)N[C@@H](Cc1ccccc1)C(=O)O (some centres not stated),-1,-1,12,3,3,-3,4,4,8
Cc1cc(SCC(=O)N2CCCC2=O)nc2ccccc12,-1,·,9,2,·,1,22,3,·
Cc1ccsc1C(=O)NNC(=O)CCN1CCN(c2ccccc2)CC1,3,7,6,-5,-3,0,10,3,-7
c1ccc(-c2csc(Nc3cccnc3)n2)cc1,2,-2,0,5,0,-7,20,2,-11
CCNC(=S)N1CCC(NC(=O)c2ccco2)CC1,-2,4,1,1,1,-2,-4,4,0
CC(=O)Nc1cccc(C(=O)N(Cc2ccccc2)Cc2ccccc2)c1,1,2,13,5,1,2,-9,4,1
CCC(C)[C@H](NC(=O)NCc1ccccc1)C(=O)O (some centres not stated),4,-2,2,7,2,-9,7,1,-2
CC(=O)c1cccc(NC(=O)CSc2ccc(-c3sc(C)nc3C)nn2)c1,0,0,8,-3,-4,-2,-11,-1,5
CN(C)S(=O)(=O)c1cccc(NC(=O)CNCc2ccccn2)c1,0,2,6,2,0,-3,-4,4,-1
COC(=O)CN(c1ccccc1F)S(=O)(=O)c1ccccc1,1,-1,4,5,-2,0,4,1,1
O=C(Nc1ccc(Br)cc1)c1ccc(N2C(=O)C3CC=C(Cl)CC3C2=O)cc1 (configuration not stated),-7,-7,-12,0,-17,-16,-8,-7,-28
Cc1ccc(-n2ncc(C#N)c2/N=C/N2CCOCC2)cc1,-4,-8,3,5,0,-4,3,3,2
O=C(NC1CCCC1)C(c1ccncc1)N(C(=O)c1csnn1)c1ccccc1 (configuration not stated),-1,2,1,-2,1,3,1,3,4
CC[C@]12c3[nH]c4cc(-c5ccco5)ccc4c3CCN1C(=O)[C@@H](CC(=O)NC/C=C(\C)CCC=C(C)C)C[C@@H]2C(=O)N1CCN(C(=O)C2CC2)CC1,-8,·,5,22,·,1,·,1,·
Cc1ccc(C)c(N2CCN(S(=O)(=O)c3ccc4c(c3)NC(=O)CC(=O)N4)CC2)c1,2,3,8,5,-3,2,9,5,1
Cc1ccc(NC(=O)CCNS(=O)(=O)c2ccccc2)cc1S(=O)(=O)N1CCOCC1,-3,12,-2,-1,1,10,-3,2,4
COc1ccc(CCNC(=O)C(=O)c2c(C)n(C)c3ccccc23)cc1OC,0,3,11,4,-2,-4,4,2,-2
Cc1ccc(C2CC(=O)N3CN(c4ccc(Br)cc4)CSC3=C2C#N)o1 (configuration not stated),-11,16,6,56*,-3,32*,21,4,2
Cc1cccc(NC(=O)c2ccc(C)c(S(=O)(=O)N3CCCCC3)c2)n1,2,1,1,1,-7,7,-6,5,-6
CC(C)[C@H](CO)Nc1nc(NCc2ccc(S(N)(=O)=O)cc2)c2ncn(C(C)C)c2n1,0,10,3,5,1,-3,0,-1,4
COCCN(C(=O)Cn1nnc2ccccc21)C(C(=O)NC1CCCC1)c1cc(OC)ccc1OC (configuration not stated),-2,7,1,-4,5,-6,2,-3,4

# Brought forward from above: four entries, then new ones.
SMILES,PAD4 FP inh,GSTO1 inh,PAFAH1B3 inh,pPAFAH FP inh,LYPLA1 inh,PAFAH2 FP inh,PREPL inhibitor,PAFAH1B2 FP inh,LYPLA2 counter
Cc1ccc(C2CC(=O)N3CN(c4ccc(Br)cc4)CSC3=C2C#N)o1 (configuration not stated),-11,16,6,56*,-3,32*,21,4,2
Cc1cccc(NC(=O)c2ccc(C)c(S(=O)(=O)N3CCCCC3)c2)n1,2,1,1,1,-7,7,-6,5,-6
CC(C)[C@H](CO)Nc1nc(NCc2ccc(S(N)(=O)=O)cc2)c2ncn(C(C)C)c2n1,0,10,3,5,1,-3,0,-1,4
COCCN(C(=O)Cn1nnc2ccccc21)C(C(=O)NC1CCCC1)c1cc(OC)ccc1OC (configuration not stated),-2,7,1,-4,5,-6,2,-3,4
COc1cc(O)cc2c1[C@@H]1Oc3c(ccc(O)c3CC=C(C)C)[C@@H]1CO2,-5,0,8,-2,-10,3,6,2,-7
COCCN(C(=S)Nc1ccc(OC)cc1)C1CCN(C(C)C)CC1,3,3,0,0,3,-3,2,1,9
CCC(=O)C1=C(O)C(c2cccc(Oc3ccccc3)c2)CCC1=O (configuration not stated),-2,0,-3,1,1,-3,2,5,-1
CC1=C(C(N)=O)C(c2ccccc2F)NC(=O)N1 (configuration not stated),0,3,4,4,2,5,-9,5,7
CC(=O)N1CCN(c2ccc(NC(=S)NC(=O)c3ccc(C)c([N+](=O)[O-])c3)cc2)CC1,1,7,9,9,20*,4,16,4,43*
CC1(c2ccc(NC(=O)c3ccccc3F)cc2)CC1(Cl)Cl (configuration not stated),-3,8,2,9,0,1,1,3,-2
CCOc1ccc2[nH]c(=O)c(CN(Cc3ccc(F)cc3)C(=O)N3CCCC3)cc2c1,1,2,4,0,5,-6,5,1,1
CCc1ccc2c(Cl)c(C(=O)N/N=C/c3c[nH]c4ccccc34)sc2c1,0,-59,12,13,-26,-8,16,-4,-17
Cc1cc(C(=O)NN=C2CCCCCC2)c(C)o1,1,2,0,3,1,-1,13,1,-4
CC(=O)Nc1ccccc1-c1nc2ccccc2nc1OCC(=O)c1ccc2ccccc2c1,0,-1,-5,1,-4,-7,12,-10,-7
c1coc(CNC2C3CC4CC(C3)CC2C4)c1 (configuration not stated),-6,1,-7,3,0,10,8,1,3
Cc1cc(/C=C(\C#N)C(=O)O)c(C)n1-c1ccc(Br)cc1,-2,5,-1,4,1,10,-11,5,5
CC1CC(C)CN(CCOCCSc2ccc(Cl)cc2)C1 (configuration not stated),-4,-15,7,1,-3,-1,37,16,-2
CSc1ccccc1NC(=O)CN(C)C(=O)c1cccc(S(=O)(=O)N(C)C)c1,-4,2,8,-1,2,2,-6,1,-4
O=C(NC1CC1)C1CCN(c2ccc(S(=O)(=O)N3CCOCC3)cc2)CC1,8,5,4,3,0,2,8,1,6
CC(C)CC(OC(=O)CC1Sc2ccccc2NC1=O)C(=O)NC1CCCC1 (configuration not stated),3,-9,0,5,2,0,15,-2,5
O=C1C2C3CCC(C3)C2C(=O)N1c1ccc2ccccc2c1 (configuration not stated),1,2,4,4,-1,7,-15,0,-2
CCCCSc1nnc(CCC)n1N,-3,1,10,-7,2,5,13,-1,-1
COc1ccc(NS(=O)(=O)c2cccc(Cl)c2Cl)cc1S(=O)(=O)N1CCCCC1,-3,7,2,7,-3,6,2,5,-4
O=C(Nc1ccc(S(=O)(=O)N2CCCCC2)cc1)c1ccncc1,-6,-1,3,0,0,-6,0,0,-8
COc1ccc(N2CCN(CCNC(=O)CCC(=O)NNc3nc4ccccc4c4nc(C)nn34)CC2)cc1,-4,7,2,5,-3,-5,33,-3,-8
C[C@H]1COC(=O)[C@@H](CC(=O)OC(C)(C)C)C/C=C\C[C@@H](CC(=O)N(CCO)Cc2ccccc2)C(=O)N1,-3,·,7,0,·,-3,0,1,·
CCCOc1ccc(C(C)=O)cc1Cc1c(O)nc(SC)[nH]c1=O,0,1,-6,0,-2,-4,17,-2,-1
O=C(Nc1ccc(N2CCCC2)cc1)c1ccc2ccccc2c1,0,6,4,34*,2,-1,13,3,6
CC(C)CN1C(=O)NC(NC(=O)c2ccco2)(C(F)(F)F)C1=O (configuration not stated),0,-3,4,3,1,-3,-4,3,1

# New compounds follow:
SMILES,PAD4 FP inh,GSTO1 inh,PAFAH1B3 inh,pPAFAH FP inh,LYPLA1 inh,PAFAH2 FP inh,PREPL inhibitor,PAFAH1B2 FP inh,LYPLA2 counter
O=C(N/N=C\c1ccc(-c2ccccc2[N+](=O)[O-])o1)C1COc2cc3ccccc3cc2O1 (configuration not stated),17*,13,6,13,-20,7,24,2,-36
O=C(CN1CCN(Cc2ccccc2)CC1)N=Nc1c(O)[nH]c2ccccc12,-2,0,2,6,2,2,20,-6,4
O=C(CC1C(=O)NCCN1Cc1ccccc1C(F)(F)F)NC1CCCCC1 (configuration not stated),-2,-1,-1,0,-9,2,13,-1,-10
CCOC(=O)CSC1=C(C#N)C(c2ccccc2F)C(C(C)=O)=C(C)N1 (configuration not stated),0,1,14,4,2,3,-3,2,-3
Cc1cc(C(F)(F)F)nc(NCc2ccc(F)cc2)n1,2,13,-6,7,1,-4,-4,-2,5
CCOC(=O)/C=C/C(=O)Nc1ccc(S(=O)(=O)N(C)c2ccccc2)cc1,-4,-9,-7,5,-8,-5,0,-7,-25
CCOC(=O)N1CCN(C(=O)/C=C/c2cccc([N+](=O)[O-])c2)CC1,-6,12,2,5,0,8,5,3,-5
COC(=O)CN1C(=S)N(c2ccc(Cl)cc2)C(=O)C1CC(=O)Nc1ccc(F)cc1 (configuration not stated),-5,6,3,1,-3,-1,-21,6,8
O=C(CCNS(=O)(=O)c1ccccc1)OCC(=O)c1ccc(Cl)cc1,-3,-2,1,26*,0,2,-4,16,-3
O=S(=O)(Nc1ccccc1O)c1cccc2cccnc12,-1,14,7,-1,5,0,11,3,-3
COc1ccc(-n2ccnc2)cc1,-3,6,10,2,0,2,-9,4,-1
O=C(O)CCCc1ccccc1,-1,·,2,0,·,-4,9,-1,·
C[C@@H]1COC(=O)[C@H](Cc2ccc(F)cc2)CC/C=C/C[C@@H](CC(=O)N[C@@H](CO)Cc2ccccc2)C(=O)N1,6,·,2,0,·,0,43,11,·
NNC(=O)CC12CC3CC(C1)CC(n1ncnn1)(C3)C2,-2,8,4,3,-1,-6,2,10,4
Oc1ccc(/C=N/N=C(c2ccccc2)c2ccccc2)c(O)c1O,-1,54*,21,59*,-11,3,14,1,-15
O=C1CCN(Cc2cccnc2)CCN1[C@H](CO)c1ccccc1,-2,4,2,0,-3,4,13,-3,-7
O=C(CC1NCCNC1=O)Nc1ccc(Oc2ccccc2)cc1 (configuration not stated),-1,-2,4,5,-2,0,2,1,0
COc1ccccc1C(CNc1ncccc1[N+](=O)[O-])N(C)C (configuration not stated),5,0,-4,3,1,-1,1,6,5
CN(C)CCOCCSc1ccc(Cl)cc1,-2,-6,-2,5,2,-3,4,19,-7
O=C(O)c1cccnc1Sc1ncnc2sc3c(c12)CCC3,3,-6,2,3,-1,4,-2,8,-5
CCNS(=O)(=O)c1ccc(NC(=O)Nc2cc(C)ccc2OC)cc1,-3,-7,4,6,-5,-9,11,-1,-3
COc1ccc(S(=O)(=O)NCC2CCCN(C(=O)CC3CCCC3)C2)cc1 (configuration not stated),-4,9,5,11,0,6,3,1,4
Cc1cc(=O)[nH]c(N/N=C/c2ccc(-c3ccc(F)cc3)o2)n1,3,5,4,8,6,9,20,6,3
COc1ccc(OC)c(NC(=O)C2CCCN2C(=O)OCc2ccccc2)c1 (configuration not stated),4,8,5,3,0,-3,24,0,5
Clc1ccc(-n2nnnc2-c2cnc(-c3ccccn3)nc2-c2cccs2)cc1,5,3,8,-1,0,-4,18,-1,5
